RGS12 GoLoco inh = inhibitors of human Gai1-RGS12 GoLoco interaction (red fluorophore) | P63096 | Potency, µM (doses to about 61.6 µM), inactives show at the top dose activity, negative = inhibition, hits mostly inhibitors | Gai1:RGS12 GoLoco peptide FP, rhodamine, 10 min | actives 0.44% (n = 230,000) | AID 880; active = well fitted inhibition curve with a large enough effect, not every such curve was filed as active; inactive = no such curve, though single readings can be large or run the other way; note: % is set by controls: 0 for no effect and ±100 for the full control effect; nearly all actives have a fitted effect of over 30% in size; many of its hits are not listed in these tables
Target sequence (P63096 whole entry, looked up): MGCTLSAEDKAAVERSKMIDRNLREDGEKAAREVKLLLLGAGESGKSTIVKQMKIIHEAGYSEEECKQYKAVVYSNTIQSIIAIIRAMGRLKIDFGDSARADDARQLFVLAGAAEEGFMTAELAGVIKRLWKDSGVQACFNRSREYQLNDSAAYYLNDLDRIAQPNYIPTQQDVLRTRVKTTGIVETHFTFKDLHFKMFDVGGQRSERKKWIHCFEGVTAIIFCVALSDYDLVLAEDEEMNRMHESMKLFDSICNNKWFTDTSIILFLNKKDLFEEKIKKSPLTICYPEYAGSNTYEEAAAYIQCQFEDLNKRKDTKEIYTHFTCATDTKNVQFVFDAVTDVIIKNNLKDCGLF
GAA glycogen mod = inhibitors or activators of human alpha-glucosidase glycogen cleavage | recombinant GAA, glycogen substrate, Amplex Red glucose oxidase fluorescence | Potency, µM (top dose mostly 76.4 µM), for inactives: top-dose activity change, negative = inhibition, most hits filed as inhibitors | P10253 | actives 0.38% (n = 300,000);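 note: 0% = full enzyme reaction and -100% = no-enzyme basal signal; the screen sought inhibitors and activators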
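qHTS, 1536-well; enzyme 4 nM final; cpd up to 77 uM; substrate bovine liver glycogen 30 ug; 50 mM citrate/phosphate pH 5.0, 0.01% Tween-20; 37 C, 40 min; Amplex Red detection 45 min RT; Hill fit → AC50.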
IMPase Li cell = cell-permeable IMPase inhibitors with lithium potentiation; Potency, µM (doses to about 59.4 µM), inactives show at the highest dose activity, negative = IMPase inhibition, hits mostly inhibitors; CHO-M1 cells, IP1 TR-FRET (IP-One), carbachol + lithium; actives 0.35% (n = 210,000);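 note: IP1 builds up when IMPase is blocked and the TR-FRET signal falls; plate controls were basal vehicle for no effect and high inhibitor control for full effect; nearly all actives have a fitted effect of over 50% in size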
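Lithium-sensitised IP1 accumulation assay; M1-expressing CHO cells treated 30 min at 37C with compound. Competitive antibody detection by time-resolved FRET followed a 10 min room-temperature lysis step.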
GAA inhib = alpha-glucosidase (human) inhibition; actives 0.005% (n = 200,000); purified human GAA, 4-MU-alpha-glucoside fluorescence; P10253; Potency, µM (doses to about 76.9 µM), for the others: top-dose activity change, negative = inhibition, hits mostly inhibitors;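 note: plate controls were uninhibited enzyme wells for no effect and no-enzyme background for full effect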
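Fluorescence at Ex 365/Em 440 nm from 4-methylumbelliferone reported enzyme activity after 20 min at room temperature. Reactions used 4 nM enzyme and 400 uM substrate at pH 5.0; curves fitted with the Hill equation.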
HTT cytoprotect = Huntington cell model cytoprotection by ATP luminescence | actives 0.14% (n = 230,000) | PC12 HTT-Q103 induced, cytoprotection, ATP luminescence, 40 h | AID 1471 | Potency, µM (series often up to 56.4 µM), without a hit: cytoprotection (ATP increase), actives largely listed as activators;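 note: % of control where 0% means no effect; nearly all actives have a fitted effect of over 45% in size; toxic huntingtin expression switched on by the ecdysone agonist tebufenozide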
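Stable PC12 Q103-GFP cells in serum-supplemented, phenol red-free DMEM; induction by tebufenozide at 100 nM final; compound dose series; cell viability quantified luminescently from ATP.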
aGlu spleen mod = inhibits or activates alpha-glucosidase in human spleen homogenate; Potency, µM (series often up to 79.9 µM), for the others: at the highest dose activity change, negative = inhibition, hits mostly inhibitors; P10253; AID 2112; actives 0.006% (n = 240,000); human spleen homogenate, 4-MU-alpha-glucoside fluorescence;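 note: 0% = enzyme with vehicle and -100% = no enzyme basal signal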
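Human spleen homogenate (1 ug) with 4-methylumbelliferyl-alpha-D-glucopyranoside (1 mM final) in 50 mM citrate/phosphate pH 5.0, 0.01% Tween-20; 40 min at 37 C. Stopped at pH 10; 4-MU fluorescence Ex 365/Em 440 nm; AC50 by Hill fit.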
HttQ103 aggreg = mutant huntingtin aggregation inhibition | PC12 HttQ103-GFP aggregates, Acumen cytometry, 40 h | Potency, µM (doses to about 46.1 µM), for inactives: top-dose activity change, negative = inhibition, hits mostly inhibitors | actives 1.1% (n = 220,000) | AID 1688; note: % is set by controls: 0 for no effect and ±100 for the full control effect; nearly all actives have a fitted effect of over 60% in size
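Read-out: GFP aggregate count by laser scanning cytometer (488 nm excitation, 500-530 nm emission, 1–25 µm objects >6 SD above background). Cells: PC12, inducible HTTex1-Q103-GFP, 100 nM tebufenozide; compounds titrated.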
Numbers without * were called inactive; u = inconclusive; x = no result given; [ ] = another dose, or the depositor's remark. Unless noted, calls come from the whole dose curve; as a rule, active = well fitted curve in the direction sought with a large enough effect; inconclusive = small, poorly fitted or top-dose-only effect, or another doubt; inactive = no such curve, though single readings can be large; an effect the other way counts as inactive or inconclusive. Potency is the fitted concentration of half-maximal effect. An excerpt, so the mix of outcomes need not match the whole.

SMILES	RGS12 GoLoco inh	GAA glycogen mod	IMPase Li cell	GAA inhib	HTT cytoprotect	aGlu spleen mod	HttQ103 aggreg
O=c1[nH]c(=O)c2nc(Br)n(C3OC(CO)C(O)C3O)c2[nH]1 (configuration not stated)	5%	x	-6%	x	x	8%	x
O=C(NC1CCCCC1)c1ccc(S(=O)(=O)NCc2ccco2)cc1	3%	-14%	-5%[38.3 µM]	3%	0%	9%	-13%
Nn1c(SCC(=O)NC2CCCc3ccccc32)nnc1-c1cccs1 (configuration not stated)	10%	-9%	4%[38.3 µM]	-1%	2%[10 µM]	3%	12%
Cc1ccc(-n2c(N)c(C#N)c(-c3ccccc3)c(C#N)c2=O)cc1	8%	11%	14%[38.3 µM]	5%	3%	-5%	-5%
CC1=NN(C(=O)c2ccccc2)C(O)(c2ccc(Br)cc2)C1 (configuration not stated)	1%	u	x	-14%	-1%[10 µM]	-4%	-4%[9.22 µM]
NCc1ccc(-c2nc3ccccc3o2)cc1	-10%	10%	-17%[38.3 µM]	4%	-31%	-6%	4%
Cc1ccc(N(CC(=O)NCC2CCCO2)S(C)(=O)=O)cc1Cl (configuration not stated)	-2%	3%	9%[38.3 µM]	0%	0%[10 µM]	-6%	-6%
CCOC(=O)c1ccc(N2C(=O)C3ON(c4ccccc4)C(c4ccco4)C3C2=O)cc1 (configuration not stated)	2%	4%	15%[38.3 µM]	-5%[15.4 µM]	2%	-2%	6%
O=C(Nc1nnc(CCN2CCCCC2)s1)c1ccccc1	-8%	4%	5%	4%	-22%	2%	13%
CCC1=NN2C(=N)/C(=C\c3ccc(SCc4ccco4)o3)C(=O)N=C2S1	182%[activator]	-7%	-15%[38.3 µM]	-4%	-7%	-3%	8%
CC(=O)Nc1ccc(N2C(=O)CSC2c2cccc([N+](=O)[O-])c2)cc1 (configuration not stated)	8%	0%	5%	9%	-28%	6%	u
O=C(NCC(c1ccco1)N1CCN(c2ccccc2)CC1)c1ccc2c(c1)OCO2 (configuration not stated)	8%	4%	-1%	-3%	-34%[inhibitor]	x	21%
O=C(COC(=O)C12CC3CC(CC(O)(C3)C1)C2)Nc1ccccc1OC(F)F	-33%	-16%	16%[38.3 µM]	-6%	13%[10 µM]	1%	-15%[9.22 µM]
CCCOC(=O)c1ccc(Oc2cn[nH]c2-c2ccc(OCC)cc2O)cc1	-1%	-18%	-8%[38.3 µM]	-6%	-11%[0.074 µM]	0%	-3%
NC1=NC(=O)C(Cc2cc(Cl)ccc2Cl)S1 (configuration not stated)	6%	8%	-24%[38.3 µM]	6%	-14%	-1%	-5%
CCN(CC(=O)Nc1ccc(C(=O)Nc2ccc(OC)cc2)cc1)Cc1nc2ccccc2c(=O)[nH]1	1%	6%	x	x	17%[10 µM]	4%	4%[9.22 µM]
COC(=O)COc1ccc(S(=O)(=O)N2CCN(c3ccccc3)CC2)cc1	-2%	-7%	7%	7%	x	-10%	x
CC(=O)NCCC(=O)Nc1nc(C)c(Cc2ccc3c(c2)OCO3)s1	1%	2%	-3%	u	24%[10 µM]	0%	-32%
CCN(CCCNC(=O)COc1cc(=O)n(C)c2ccccc12)c1ccccc1	1%	0%	3%[38.3 µM]	2%	-5%	1%	-8%
Cc1ccc(CNC(=O)c2ccc(Br)o2)cc1	-8%	-5%	40%[activator][38.3 µM]	-1%	-8%	-4%	-14%
Cn1c(N)c(C(=O)COC(=O)CNS(=O)(=O)c2cccc(Cl)c2)c(=O)n(C)c1=O	4%	-5%	5%	-4%	20%[10 µM]	-19%	0%
COC(=O)C(=N/Nc1ccccc1C(=O)OC)/C(C)=N/O	4%	2%	x	x	22%[10 µM]	1%	-12%[9.22 µM]
COc1ccc(NC(=O)N(C2CCCCC2)C2CCN(C(C)C)CC2)c(OC)c1	-10%	u	20%[38.3 µM]	4%	-18%[10 µM]	-2%	u
O=C(N/N=C/c1ccccc1Br)c1ccc(CSc2cccc3cccnc23)cc1	3%	-1%	9%[38.3 µM]	4%	-13%	-1%	18%
COc1ccc(NC(=O)N2CC[C@@]3(CCCN(C(=O)c4ccc(OC)cc4)C3)C2)cc1	1%	x	15%	x	13%	-3%	x
Other compounds:
SMILES	RGS12 GoLoco inh	GAA glycogen mod	IMPase Li cell	GAA inhib	HTT cytoprotect	aGlu spleen mod	HttQ103 aggreg
COc1ccc(Br)cc1C(=O)NC(=S)Nc1cc(-c2nc3ccccc3[nH]2)ccc1C	3%	4%	9%	-26%	-4%[10 µM]	-6%	-14%
O=C(CNC(c1ccccc1)c1ccccc1)Nc1ccc(F)cc1	-18%	1%	13%	5%	1%[10 µM]	-2%	3%
COc1cccc2c1OCC/C2=N\NC(=O)COc1ccccc1C	-6%	2%	1%	-1%	x	-1%	-1%
CCCC(=O)NCc1ccncc1	-2%	3%	-2%	10%	x	-3%	x
CCCc1c(C)c2cc(C)ccc2[nH]c1=O	5%	-13%	3%[38.3 µM]	-9%	-4%[10 µM]	-2%	15%
Cn1c(=O)c2c(nc(NCCc3ccccc3)n2Cc2ccccc2)n(C)c1=O	6%	3%	22%[38.3 µM]	0%	-8%[0.074 µM]	-2%	u
CCOC(=O)c1ccccc1-n1nnnc1C	4%	3%	x	x	-13%[10 µM]	3%	-11%[9.22 µM]
O=C(COC(=O)c1ccc(F)cc1F)Nc1ccc2[nH]c(=O)[nH]c2c1	39%[activator]	-1%	-13%	3%	-89%[inhibitor]	-2%	7%
O=C1OCCN1C(=O)[C@H]1[C@H](c2ccc([N+](=O)[O-])cc2)C(c2ccccc2)=NN1c1ccccc1	-4%	x	1%	x	x	-2%	x
O=C(O)C1CCCCC1C(=O)NC(c1ccccc1)c1ccccc1 (configuration not stated)	-4%	-5%	x	x	-6%[10 µM]	3%	7%[9.22 µM]
COc1ccc(-c2nnn(CC(=O)N(Cc3ccccc3Cl)C(C(=O)NCC3CCCO3)c3ccco3)n2)cc1OC (configuration not stated)	11%	-6%	45%[activator][38.3 µM]	-16%	-16%[10 µM]	-10%	12%
CCC(=O)n1nc(-c2ccccc2)nc1SCC(=O)Nc1ccc(C)cc1	-1%	-1%	2%[38.3 µM]	2%	-22%	-14%	-2%
CCCn1cc(SCC(=O)NCc2ccc3c(c2)OCO3)c2ccccc21	6%	-11%	32%[38.3 µM]	2%	1%[10 µM]	-15%	-18%
CCCCCCCCCCCCCCCC(=O)C(F)(F)F	3%	x	10%	x	-6%	-9%	x
N#Cc1ccc(NC(=O)COC(=O)CCc2nc3ccccc3c(=O)[nH]2)cc1	8%	3%	x	x	14%[10 µM]	-2%	-1%[9.22 µM]
Cc1cc(OCC(=O)NCc2nc(-c3ccccc3)no2)c(C)cc1Br	8%	6%	-21%[38.3 µM]	-7%	7%[0.074 µM]	-4%	1%
C/C=C(/CC[C@@H](C)[C@H]1CCC2C3=CC[C@H]4[C@H](C)[C@@H](O)CC[C@]4(C)C3CC[C@@]21C)C(C)C (some centres not stated)	2%	x	-6%	x	-31%[inhibitor]	7%	x
O=C(c1ccc2c(=O)n(Cc3ccco3)c(=S)[nH]c2c1)N1CCN(Cc2ccccc2)CC1	7%	-17%	5%[38.3 µM]	-1%	-9%	-2%	-25%
O=C(/C=C/c1ccco1)NCc1ccc2c(c1)OCO2	15%	2%	3%	14%	-30%	-12%	16%
COc1ccc2c(C)cc(SCC(=O)Nc3cccnc3Cl)nc2c1	5%	5%	u	3%	11%[10 µM]	1%	25%
O=c1c(-c2ccco2)[n+]([O-])c2ccccc2n1OCc1ccccc1	-15%	1%	0%[38.3 µM]	-7%	-1%	-2%	5%[9.22 µM]
O=C(COc1ncnc2ccc(Br)cc12)NCc1ccc2c(c1)OCO2	-6%	-6%	8%[38.3 µM]	-8%	4%	-2%	10%
O=C(CCC(=O)Nc1ccccc1Cl)NNC(=O)c1ccco1	-4%	0%	-4%	6%	11%[10 µM]	-5%	6%
O=C(c1cnccn1)N1CCC2(CCCN(c3ccncc3)C2)CC1	3%	x	19%	x	23%	-4%	x
Cc1cccc(C)c1NC(=O)c1sc(Cl)nc1C	0%	8%	2%	-26%	x	1%	-11%
Next entries:
SMILES	RGS12 GoLoco inh	GAA glycogen mod	IMPase Li cell	GAA inhib	HTT cytoprotect	aGlu spleen mod	HttQ103 aggreg
CCCCCc1cc(=O)oc2c(C(CCN3CCCCC3)c3cc(OC)c(OC)c(OC)c3)c(OC)cc(OC)c12 (configuration not stated)	0%	x	x	x	-20%[10 µM]	-17%	-9%[9.22 µM]
Cc1ccc(S(=O)(=O)CCC(=O)N2CCc3ccccc32)cc1	10%	5%	20%[38.3 µM]	-3%	1%	6%	7%
CCOn1c(=O)c(-c2cccc3ccccc23)[n+]([O-])c2ccccc21	19%	-14%	3%	u	-28%	-11%	-1%[9.22 µM]
C=CCN=C1NN=C(c2cc(C)n(CCOC)c2C)CS1	3%	0%	10%	-1%	-31%[10 µM]	-3%	7%
COc1ccc(NS(=O)(=O)c2cc(-c3nnnn3C)ccc2OC)cc1	-9%	5%	-3%[38.3 µM]	2%	-4%	3%	13%
Cc1oc2ccc(OC(=O)c3cccs3)cc2c1C(=O)OC(C)C	-7%	0%	-2%	u	x	6%	-17%
Cc1ccc2cc(C3CC(c4ccco4)=NN3C(=O)CCCC(=O)O)c(Cl)nc2c1 (configuration not stated)	8%	7%	x	x	2%[10 µM]	0%	-5%[9.22 µM]
Cn1c(SCc2c(Cl)cccc2Cl)nnc1-c1cccs1	3%	-7%	2%[38.3 µM]	1%	-13%	7%	-21%
COc1ccc(CCN2C(=NC(C)=O)SC3CS(=O)(=O)CC32)cc1OC (configuration not stated)	2%	2%	x	x	-4%[10 µM]	-3%	0%[9.22 µM]
COC(=O)C1CCN(C(=O)NC2CCCCC2)CC1	-14%	-1%	17%[38.3 µM]	-3%	-8%	-10%	11%
COc1cc(/C=C/C(=O)c2ccc(F)cc2)cc(OC)c1OC	7%	-13%	7%	-4%	-46%[inhibitor]	-11%	17%
O=C(CCCOc1ccc(Cl)cc1Cl)n1nnc2ccccc21	-10%	-5%	-3%	-1%	0%[10 µM]	3%	-6%
COc1cccc(-c2csc(N3CCN(C(=O)Nc4ccc(F)cc4)CC3)n2)c1	14%	-6%	28%	-30%	18%[10 µM]	-13%	u

An excerpt of these results, with two lines to a compound.
Every second line gives: RGS12 GoLoco inh | GAA glycogen mod | IMPase Li cell | GAA inhib | HTT cytoprotect | aGlu spleen mod | HttQ103 aggreg
C/C=C(/CC[C@@H](C)[C@H]1CCC2C3=CC[C@H]4[C@H](C)[C@@H](O)CC[C@]4(C)C3CC[C@@]21C)C(C)C (some centres not stated)
    2% | x | -6% | x | -31%[inhibitor] | 7% | x
Cn1c(=O)c2c(nc(NCCc3ccccc3)n2Cc2ccccc2)n(C)c1=O
    6% | 3% | 22%[38.3 µM] | 0% | -8%[0.074 µM] | -2% | u

Bioassay records deposited in PubChem BioAssay by National Center for Advancing Translational Sciences (NCATS).
